Bioassay records: PubChem BioAssay, several laboratories
HCV NS3 hel inh: HCV NS3 helicase inhibition; inhibition, % at 10.9 µM; NS3 helicase DNA unwinding, Cy5 molecular beacon fluorescence; actives 0.56% (n = 290,000); AID 1800;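 active = inhibition above the mean of all tested compounds plus 3 SD, set per campaign, cut at about 35% in these data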;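 note: 0% = DMSO wells and 100% = thioflavine S control wells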
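Compound dosing – single dose, 10.9 µM nominal final, DMSO 0.8% final · System – NS3 helicase fragment of HCV · Buffer or medium – MOPS pH 6.5, MgCl2, DTT, Tween20, BSA · Signal – Cy5 beacon fluorescence read at start and 1 h · Also added – annealed dual-labelled DNA beacon duplex, ATP-started · Schedule – 1 h at 25 °C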
IDE inh: inhibitors of human insulin-degrading enzyme in cells | P14735 | actives 0.41% (n = 320,000) | AID 434962 | inhibition, % at 5.59 µM | HEK cells, FAbetaB cleavage, fluorescence polarization;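 active = percent inhibition above the average of all tested compounds plus 3 SD, set per screening campaign, cut at about 16% in these data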;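 note: IDE supplied by intact live HEK cells; FP after avidin binding of uncleaved biotin substrate so inhibition keeps polarization high; 0% = DMSO wells and 100% = 60 µM reference IDE inhibitor Ii1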
IDE act: boosts human insulin-degrading enzyme activity in HEK cells; P14735; AID 493087; FAbeta-B cleavage, fluorescence polarization; 0% vehicle, 100% cell-free pure enzyme wells; actives 0.073% (n = 340,000); activation, % at 5.96 µM;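 active = activation above the mean of all tested compounds plus 3 SD, set per screening campaign, cut at about 17% in these data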
DNA FID counter: displaces DNA intercalator in HCV helicase counter-screen. DNA fluorescent intercalator displacement, fluorescence. actives 0.17% (n = 290,000). inhibition, % at 7.9 µM; in the data active = inhibition above about 37%;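 note: 0% = vehicle and 100% = reference compound; higher means more ethidium bromide displaced from hairpin DNA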
VIM-2 inhibitor: inhibitors of Pseudomonas aeruginosa VIM-2 metallo-beta-lactamase | purified VIM-2, nitrocefin hydrolysis, epi-absorbance fluorescence | inhibition, % at 5.6 µM | actives 0.89% (n = 290,000) | AID 1527;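 active = inhibition above the mean of all tested compounds plus 3 SD, cutoff set per screening run, cut at about 7.5% in these data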;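 note: red hydrolysis product quenches plate fluorescence so inhibitors raise well fluorescence; 0% = enzyme with DMSO and 100% = DMSO without enzyme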
p-CIP stab down: lowers stability of the mouse p/CIP coactivator protein; Q05BA5; F442A p/CIP-EGFP cells, EGFP fluorescence, 16 h; decrease of EGFP signal, % at 10 µM; actives 0.01% (n = 290,000); AID 1984;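 active = EGFP signal decrease of at least 30% at 10 µM or well 3 SD below plate mean, unless failing retest; inactive = the rest, including hits failing retest or dose response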; note: some compounds called inactive have numbers as strong as hits; many of its hits are not listed in these tables
SUMO HTRF inh: blocks human SUMOylation mediated by UBC9; P63279; HTRF SUMOylation assay, SAE1/SAE2 + UBC9, in vitro; inhibition, % at 35 µM; actives 0.36% (n = 290,000); AID 2006; in the data active = inhibition above about 50%, passing the limit was not always enough; note: strong numbers were not always called active
Target sequence (P63279 whole entry, looked up): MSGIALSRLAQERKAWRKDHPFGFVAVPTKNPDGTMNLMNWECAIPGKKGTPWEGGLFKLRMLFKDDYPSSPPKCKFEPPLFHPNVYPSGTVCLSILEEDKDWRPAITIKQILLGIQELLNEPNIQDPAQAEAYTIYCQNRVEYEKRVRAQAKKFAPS
IMP-1 inhibitor: inhibitors of Pseudomonas aeruginosa IMP-1 metallo-beta-lactamase; actives 0.45% (n = 290,000); purified IMP-1, nitrocefin hydrolysis, epi-absorbance fluorescence; AID 1556; inhibition, % at 5.6 µM;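 active = inhibition above the mean plus 3 SD of all compounds in the same screening run, cut at about 4.5% in these data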;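 note: 0% = IMP-1 with DMSO and 100% = DMSO wells lacking enzyme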
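Material – recombinant IMP-1 enzyme, purified · Amount – IMP-1 0.2 nM before substrate addition · Medium – HEPES buffer pH 7.1 with ZnSO4 and Brij 35 · Timing – 25 °C, 15 min preincubation, 25 min reaction · Measured by – plate fluorescence quenching by hydrolysis product, ex 480/em 530 nm · Read-out – percent enzyme inhibition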
PfM18AAP inh: PfM18AAP enzyme inhibition. inhibition, % at 7.35 µM. AID 1822. actives 1.2% (n = 290,000). recombinant PfM18AAP, H-Glu-NHMec fluorogenic cleavage;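 active = inhibition above the campaign mean inhibition over all tested compounds plus 3 SD, cut at about 28% in these data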;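 note: 0% = plate median of test compound wells and 100% = 2 mM ZnCl2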
An asterisk follows results filed as active; x = no result given; & = joins results of further samples.

SMILES	HCV NS3 hel inh	IDE inh	IDE act	DNA FID counter	VIM-2 inhibitor	p-CIP stab down	SUMO HTRF inh	IMP-1 inhibitor	PfM18AAP inh
CC(=O)c1cc(C#N)c(SCc2ccc([N+](=O)[O-])cc2)nc1C	0	1	10	2	-1.4	-5	-2	-2.5	-12
CCn1c(SCC(=O)Nc2sc3c(c2C#N)CCCC3)nnc1-c1ccco1	-4	-1	3	-19	-1.7	-4	2	-4.0	11
O=C1CC(c2ccco2)CC(O)=C1C=Nc1cc(Cl)cc(Cl)c1 (stereo not given)	22	3	2	-13	0.1	9	19	0.7	23
CCc1cc2cccc(C)c2nc1SCC(=O)Nc1cc(C)on1	-11	5	4	0	-1.6	-2	15	-1.4	-2
CC(C)C1CC(c2ccccc2)(C(CN)CO)CCO1 (stereo not given)	-5	-4	-1	8	-2.4	-8	8	-2.9	5
COc1ccc(-c2nnc(SCc3c(C)noc3C)n2N)cc1OC	4	5	8	-10	-0.7	-13	21	-3.3	6
Cc1cc(C)cc(C(=O)NCC(=O)OCC(=O)N2c3ccccc3NC(=O)C2(C)C)c1	3	-1	-4	-23	-1.8	-4	2	0.8	4
Cc1nn(-c2cc(N3CCCCCC3)ccc2[N+](=O)[O-])c(=O)c2ccccc12	1	1	-3	-13	-3.3	13	-12	-4.4	4
O=C(NCc1ccc2c(c1)OCO2)c1ccco1	5	0	-1	4	1.5	9	-1	-4.1	4
CCc1ccc(-n2c(=O)c3c(C)c(C(=O)N(C)C)sc3n(CC(=O)NCc3ccco3)c2=O)cc1	4	-2	2	0	-1.6	-7	37	-1.3	-5
COc1ccc(-n2cc(-c3ccccc3)[n+]3c2CCCCC3)cc1	-3	1	6	3	0.4	-24	11	-3.1	0
O=C(O)c1ccc(N=Cc2nc(-c3ccco3)oc2O)cc1	0	7	4	4	-0.6	2	6	-4.6	4
COc1ccc(NC(=O)CN2CCN(C(=O)N3CCOCC3)CC2)cc1	29	-4	3	-1	0.9	-1	6	0.1	-8
COc1cc(/C=N/NS(=O)(=O)c2ccc(C(C)(C)C)cc2)cc([N+](=O)[O-])c1O	18	0	5	-3	-2.0	-6	4	-2.3	8
CCn1c(C(C)NC(=O)c2ccc(Cl)cc2)n[nH]c1=S (stereo not given)	4	1	-2	-7	-2.5	11	-21	-2.2	17
CCOC(=O)c1c(NC2=NS(=O)(=O)c3ccccc32)sc2c1CCC(C)C2 (stereo not given)	-20	-3	6	-7	-5.7	-8	20	-1.8	1
CCOCCCNC(=S)N1CCC(C(=O)c2ccc(C)cc2)CC1	-4	0	0	-28	-0.8	-6	17	-3.9	-11
CCOc1cccc(/C=N/N2C(C)CCCC2C)c1O (stereo not given)	2	2	-1	-18	-3.6	-14	-16	-2.3	9
O=C(C1=C[C@@H](C2CCCCC2)C[C@@H](OCc2ccc(CO)cc2)O1)N1CCN(Cc2ccc3c(c2)OCO3)CC1	-32	8	-1	-18	-0.2	-9	-2	-3.0	-12
CCOc1ccc(N(C)S(=O)(=O)c2ccc3[nH]cc(C(=O)NCCOC)c(=O)c3c2)cc1	7	-4	2	0	-1.4	-1	-9	-1.9	-8
Cc1ccc(C(=O)N2CCC3(CC2)Oc2ccc(Cl)cc2C(=O)C32CC(c3ccc(Cl)cc3)=NO2)s1 (stereo not given)	x	0	5	x	x	-6	-15	x	x
CC(C)CSC1=NSC2=NC(=O)/C(=C\c3cccs3)C(=N)N12	37*	3	9	-6	-2.3	-7	7	-3.2	-5
O=C(Oc1c(Br)cc([N+](=O)[O-])cc1Br)c1cccnc1	7	-1	6	0	0.5	0	6	-1.6	-13
Cc1ccc(O)c(NC(=O)C2CCCCC2)c1	14	4	-1	0	0.5	-6	-2	-0.7	-6
CCCCn1nnnc1SCC(=O)c1cc(Cl)ccc1OC	10	3	-5	-22	-0.7	-18	9	-2.8	5
O=C(Nc1cccnc1)c1cccnc1Cl	6	-1	3	-1	-0.1	3	11	-2.6	-5
CSc1ccccc1NC(=O)COc1nsnc1N1CCOCC1	5	7	2	-30	1.0	7	3	-2.9	-2
NC(=S)N=Nc1c(O)n(Cc2ccc(F)cc2)c2ccccc12	0	2	-1	8	-1.7	-2	10	-2.9	6
Cc1ccc2nc3n(c(=O)c2c1)CCCCC3	21	4	-6	-3	1.5	-20	13	-0.1	3
O=C(N/N=C/c1ccc(O)cc1)Nc1cccc2nsnc12	-22	0	1	1	-0.7	-40	19	-2.1	6

Two entries picked at random from those above:
SMILES	HCV NS3 hel inh	IDE inh	IDE act	DNA FID counter	VIM-2 inhibitor	p-CIP stab down	SUMO HTRF inh	IMP-1 inhibitor	PfM18AAP inh
CCOCCCNC(=S)N1CCC(C(=O)c2ccc(C)cc2)CC1	-4	0	0	-28	-0.8	-6	17	-3.9	-11
CCCCn1nnnc1SCC(=O)c1cc(Cl)ccc1OC	10	3	-5	-22	-0.7	-18	9	-2.8	5

New compounds follow
SMILES	HCV NS3 hel inh	IDE inh	IDE act	DNA FID counter	VIM-2 inhibitor	p-CIP stab down	SUMO HTRF inh	IMP-1 inhibitor	PfM18AAP inh
O=C(CCc1ccccc1)c1nnc(-c2ccccc2)o1	-11	3	2	-12	-2.5	-1	4	-2.3	-13
Cc1ccc(-n2nc3ccc(NC(=O)/C=C/c4ccco4)cc3n2)cc1	25	11	-1	-11	-1.8	5	-2	-2.3	-8
Cc1cc(C)n2nnnc2n1	-12	5	4	0	-2.1	-5	14	-1.5	0
O=C(O)C(Cc1c[nH]c2ccccc12)N1C(=O)c2ccccc2C1=O (stereo not given)	9&9	0	7	-5&-2	0.5&-3.1	-6&-15	9&-2	-3.2&-3.4	4&-5
CCOc1ccc(CCNC(=O)CS(=O)(=O)Cc2nc(-c3ccc(OC)cc3)oc2C)cc1	-4	-3	4	-43	0.6	-7	21	1.3	-9
CCC(c1nnnn1CCc1ccccc1)N1CCN(c2ccc(OC)cc2)CC1 (stereo not given)	6	2	6	-8	-1.9	-17	-22	-2.5	-4
COc1ccc(C(C(=O)NC(C)(C)C)N(C(=O)CCC(=O)Nc2cc(C)on2)c2ccccc2F)cc1 (stereo not given)	-10	-4	-2	-44	-0.9	-18	17	-1.8	-3
Cc1ccccc1NC(C)C(=O)N/N=C/c1ccccc1OCc1cccc(Br)c1 (stereo not given)	-9	-1	4	-16	0.6	-8	-34	-0.1	-4
CCS(=O)(=O)n1nc(-c2ccccc2)nc1NCc1ccco1	12	13	5	-8	-4.3	2	-6	-2.7	4
CCOc1ccc(NC(=O)C/C(C)=N/NC(=O)COc2ccc(Br)cc2C)cc1	-9	2	-2	-19	-1.5	2	5	-3.1	2
CCS(=O)(=O)c1ccc(O)c(NC(=O)Nc2cccc3ccccc23)c1	-8	-1	3	-8	0.0	-6	16	-1.1	-8
Cn1cnnc1SCC(=O)Nc1ccccc1F	18	-1	6	-1	-2.0	-2	4	-1.6	-2
CN(CCO)c1nc(N)c(C#N)c(CC#N)c1C#N	6	10	1	4	-1.3	-4	23	0.5	-10
O=C(/C=C/c1ccc([N+](=O)[O-])cc1)NCc1ccco1	-10	-6	-2	-1	-3.0	2	-7	-2.8	0

Sorted by count of non-hydrogen atoms (rising): some entries from above
SMILES	HCV NS3 hel inh	IDE inh	IDE act	DNA FID counter	VIM-2 inhibitor	p-CIP stab down	SUMO HTRF inh	IMP-1 inhibitor	PfM18AAP inh
Cc1cc(C)n2nnnc2n1	-12	5	4	0	-2.1	-5	14	-1.5	0
O=C(Nc1cccnc1)c1cccnc1Cl	6	-1	3	-1	-0.1	3	11	-2.6	-5
Cc1ccc2nc3n(c(=O)c2c1)CCCCC3	21	4	-6	-3	1.5	-20	13	-0.1	3
Cn1cnnc1SCC(=O)Nc1ccccc1F	18	-1	6	-1	-2.0	-2	4	-1.6	-2
CN(CCO)c1nc(N)c(C#N)c(CC#N)c1C#N	6	10	1	4	-1.3	-4	23	0.5	-10
O=C(/C=C/c1ccc([N+](=O)[O-])cc1)NCc1ccco1	-10	-6	-2	-1	-3.0	2	-7	-2.8	0
O=C(CCc1ccccc1)c1nnc(-c2ccccc2)o1	-11	3	2	-12	-2.5	-1	4	-2.3	-13
O=C(N/N=C/c1ccc(O)cc1)Nc1cccc2nsnc12	-22	0	1	1	-0.7	-40	19	-2.1	6
CCS(=O)(=O)n1nc(-c2ccccc2)nc1NCc1ccco1	12	13	5	-8	-4.3	2	-6	-2.7	4
CSc1ccccc1NC(=O)COc1nsnc1N1CCOCC1	5	7	2	-30	1.0	7	3	-2.9	-2
O=C(O)C(Cc1c[nH]c2ccccc12)N1C(=O)c2ccccc2C1=O (stereo not given)	9&9	0	7	-5&-2	0.5&-3.1	-6&-15	9&-2	-3.2&-3.4	4&-5
CCS(=O)(=O)c1ccc(O)c(NC(=O)Nc2cccc3ccccc23)c1	-8	-1	3	-8	0.0	-6	16	-1.1	-8
CCOc1ccc(NC(=O)C/C(C)=N/NC(=O)COc2ccc(Br)cc2C)cc1	-9	2	-2	-19	-1.5	2	5	-3.1	2
CCC(c1nnnn1CCc1ccccc1)N1CCN(c2ccc(OC)cc2)CC1 (stereo not given)	6	2	6	-8	-1.9	-17	-22	-2.5	-4
CCOc1ccc(CCNC(=O)CS(=O)(=O)Cc2nc(-c3ccc(OC)cc3)oc2C)cc1	-4	-3	4	-43	0.6	-7	21	1.3	-9
COc1ccc(C(C(=O)NC(C)(C)C)N(C(=O)CCC(=O)Nc2cc(C)on2)c2ccccc2F)cc1 (stereo not given)	-10	-4	-2	-44	-0.9	-18	17	-1.8	-3
